NS5 inhibitors = Dengue-2 NS5 methyltransferase inhibitors, primary screen, biochemical, confirmation dose response (AID 588689). inhibition, % at 25 µM; hits with a dose series show IC50 in µM. Dengue-2 NS5 methyltransferase capping enzyme assay, biochemical; higher % means a stronger effect. 0.3% of 340,000 active. Genome polyprotein (Dengue virus type 2 (strain 16681-PDK53)); in the data active means a potency from the dose series; inconclusive means inhibition above about 29% without an active follow-up result
AID2073 = inhibitors of Mint1-CaV2.2 protein interaction, biochemical, HTRF (AID 2073). Voltage-dependent N-type calcium channel subunit alpha-1B (Homo sapiens). HTRF protein-protein interaction, Mint1-CaV2.2; higher % means a stronger effect. inhibition, % at 20 µM, or IC50 in µM where a hit was titrated. 0.19% of 290,000 active; in the data active means inhibition mostly above about 51%, no sharp cut-off; inconclusive means no clear call, values can overlap the other calls; inactive means mostly below about 53%; further: some results filed as inactive read as strong as hits
West Nile virus CPE = West Nile virus antiviral activity, cell-based, CPE readout (AID 1621); 0.02% of 290,000 active; one-dose CPE inhibition, % at 10 µM; IC50 in µM for titrated hits; West Nile virus-infected cells, CPE inhibition; higher % means a stronger effect; in the data active means a potency from the dose series; inconclusive means CPE inhibition mostly from about 3.7% at the one dose, without a potency; inactive means the rest, 99 in 100 with CPE inhibition below about 2.2%; further: strong numbers were not always called active
Large T inhibition = SV40 large T antigen inhibitors, biochemical (AID 1903) | SV40 large T antigen ATPase/helicase inhibition assay; higher % means a stronger effect | inhibition, % at 20 µM, or IC50 in µM where a hit was titrated | 0.39% of 310,000 active; in the data active means a potency from the dose series; inconclusive means inhibition mostly from about 32% at the one dose, without a potency; inactive means the rest, 99 in 100 with inhibition below about 32%; further: strong numbers were not always called active
NTR1 ag = agonists of NTR1, primary screen, imaging, U2OS cells, beta-arrestin-GFP, high content (AID 493036); Neurotensin receptor type 1 (Homo sapiens), P30989; NTR1-U2OS beta-arrestin-GFP spot imaging, agonist mode; activation, % at 20 µM; 0.17% of 330,000 active;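 active means activation at or above 40% of the spot to cytoplasm intensity ratio, with at least 20 cells analyzed; inconclusive means wells under 20 cells, flagged as cytotoxic or low count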;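 further: 0% = DMSO without peptide and 100% = 100 nM NTR1 peptide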
Target sequence (P30989 whole entry, looked up): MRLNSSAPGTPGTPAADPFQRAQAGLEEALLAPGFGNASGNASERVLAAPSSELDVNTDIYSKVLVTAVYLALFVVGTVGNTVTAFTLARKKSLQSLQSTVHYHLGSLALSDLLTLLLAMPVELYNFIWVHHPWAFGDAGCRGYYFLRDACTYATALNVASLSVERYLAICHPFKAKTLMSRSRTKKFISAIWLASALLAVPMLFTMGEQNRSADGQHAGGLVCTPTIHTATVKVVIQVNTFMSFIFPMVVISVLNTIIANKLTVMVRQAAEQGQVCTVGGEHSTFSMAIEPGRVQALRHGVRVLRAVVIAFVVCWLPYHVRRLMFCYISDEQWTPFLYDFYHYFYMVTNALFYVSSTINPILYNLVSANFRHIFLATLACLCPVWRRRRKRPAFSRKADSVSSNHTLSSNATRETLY
SIAH1 antagonists = Siah-1 peptide-binding antagonists, primary screen, biochemical, fluorescence polarization, rhodamine-plectin, uHTS (AID 1817); E3 ubiquitin-protein ligase SIAH1 (Homo sapiens); Siah-1 / rhodamine-plectin peptide fluorescence polarization; higher % means a stronger effect; displacement, % at 20 µM; hits with a dose series show IC50 in µM; 0.02% of 290,000 active;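 active means displacement of at least 50% at 20 µM, with a fluorescence ratio check between 0.3 and a set limit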;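 further: plate controls were Siah plus tracer with DMSO for no effect and tracer alone without Siah for full effect; strong numbers were not always called active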
MgcRacGAP inhibition = MgcRacGAP GTPase-activating activity inhibitors, confirmation, biochemical, ADP Hunter fluorescence; AID 624330, 2012; inhibition, % at 30 µM; hits with a dose series show IC50 in µM; 0.6% of 340,000 active; MgcRacGAP-stimulated Rac1 GTP hydrolysis, ADP Hunter fluorescence; higher % means a stronger effect; GST-tagged Rac1 F28L mutant substrate; Rac GTPase-activating protein 1 (Homo sapiens);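 active means first-screen hits whose inhibition reached a set limit at any dose in the follow-up dose series; inconclusive means inhibition above the set first-screen limit but never retested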;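 further: fluorescence reports GDP produced by GAP-driven GTP hydrolysis; strong numbers were not always called active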
RSV CPE inhibition = RSV antiviral activity via CPE protection, HEp-2 cells, primary 10 µM value included (AID 2391) | HEp-2 cells, RSV-induced CPE inhibition; higher % means a stronger effect | CPE inhibition, % at 10 µM, or IC50 in µM where a hit was titrated | 0.13% of 310,000 active; in the data active means a potency from the dose series; inconclusive means CPE inhibition mostly from about 23% at the one dose, without a potency; inactive means the rest, 99 in 100 with CPE inhibition below about 21%; further: strong numbers were not always called active
UTI89 phage lysis = inhibition of K1F phage lysis, E. coli UTI89, bacterial capsule biogenesis inhibitors, alamar blue (AID 488966). inhibition, % at 100 µM, or IC50 in µM where a hit was titrated. 0.02% of 340,000 active. E. coli UTI89 K1F phage lysis, alamar blue, 2 h; higher % means a stronger effect;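 active means phage lysis inhibition, versus mean bacterial control, above a set limit; inconclusive means no clear call, values can overlap the other calls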;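 further: capsule biogenesis inhibitors block K1F phage lysis so surviving cells raise fluorescence; higher fluorescence means more inhibition of phage lysis; actives were called in the ten point dose series up to 300 µM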
NTR1 ag cell count 20 µM = recorded beside NTR1 ag, whose call it bears; cell count; measured here: cell count, cytotoxicity flag
NS5 inhibitors pilot replicate = also measured in NS5 inhibitors; calls as there; inhibition, %; measured here: pilot screen replicate inhibition
* = called active by the depositor; ? = inconclusive; nt = no result given; [ ] = another dose, or the depositor's remark.

SMILES | NS5 inhibitors | AID2073 | West Nile virus CPE | Large T inhibition | NTR1 ag | NTR1 ag cell count 20 µM | SIAH1 antagonists | MgcRacGAP inhibition | RSV CPE inhibition | UTI89 phage lysis | others
CC(=O)Nc1sc2c(c1C#N)CCCCC2 | 4% | 2% | 0.1% | 3% | 5.7 | 91 | 0% | -1% | -0.4% | -0.1%
Clc1c(CSc2nc3ccccc3o2)nc2sccn12 | 1% | 12% | 0.6% | 7% | 4.7 | 72 | -1% | 12% | 5.6% | 9.5%
CN(C)c1ccc(/C=C(/NC(=O)c2ccccc2)C(=O)NCCN2CCOCC2)cc1 | -50% | 4% | -0.3% | 12% | -1.7 | 55 | 2% | 9% | 2.0% | 0.2%
CSc1nc(Cc2ccc(Cl)cc2)nc2ccccc12 | -4% | 2% | -0.5% | -1% | 0.1 | 98 | 3% | -3% | -0.6% | -0.1%
Cc1nc(NC(=O)COc2ccccc2)sc1C(=O)Nc1cccc(Cl)c1 | 5% | 6% | -0.6% | 3% | 2.7 | 92 | 2% | -9% | 0.3% | 1.0%
Cc1cccc(CCNC(=O)CCc2nnc(CCc3ccccc3)o2)n1 | -1% | -6% | -0.2% | -1% | -0.7 | 84 | 25% | 1% | 1.2% | 0.1%
NS(=O)(=O)c1ccc(CCNC(=O)CNC(=O)c2ccc(Br)o2)cc1 | -5% | nt | nt | nt | 0.6 | 48 | nt | 12% | 0.2% | -0.6%
Cc1cc(C)nc(SCc2csc(N)n2)n1 | -4% | -8% | 0.4% | 9% | 1.3 | 69 | 2% | 5% | 1.5% | 5.3%
O=C(CN(Cc1ccccc1)S(=O)(=O)c1ccc(F)cc1)NCc1cccnc1 | -9% | 8% | -1.2% | 11% | 0.9 | 69 | 4% | 5% | 0.6% | 0.0%
C=CC[C@H](CC(=O)OC(C)(C)C)C(=O)OC[C@H]1CCCN1C(=O)[C@H](CC=C)CC(=O)NCCO | -3% | nt | nt | nt | 1.2 | 51 | nt | 6% | nt | 1.9%
COC(=O)CSCC(=O)Nc1cc2c(cc1C(C)=O)OCO2 | 4% | -3% | 0.2% | 1% | 0.5 | 24 | -3% | 9% | 0.8% | 0.0%
O=C(Nc1ccccc1)Nc1ccc(Cl)c(S(=O)(=O)N2CCOCC2)c1 | -7% | 16% | -1.2% | 23% | 2.4 | 60 | -2% | 7% | 1.1% | 0.4%
CCN(C(=O)COC(=O)c1cc(-c2ccc(C)o2)nc2ccccc12)C1CCS(=O)(=O)C1 (stereo unspecified) | -4% | -68% | -0.1% | 13% | 2.8 | 75 | 22% | 3% | 1.5% | 0.0%
O=C(O)c1ccccc1C(=O)N1CCN(c2ccccc2)CC1 | 3% | 12% | 0.6% | 3% | 0.1 | 73 | -2% | 2% | 1.0% | -0.2%
COc1ccc(C(=O)Nc2oc(-c3ccccc3)c(-c3ccccc3)c2C#N)cc1 | 5% | 15% | -0.8% | 2% | 3.1 | 53 | 3% | 17% | 0.8% | 2.1%
COc1ccc(S(=O)(=O)NC2CCc3ccccc32)cc1OC (stereo unspecified) | -2% | 12% | -1.1% | -16% | 3.7 | 88 | -5% | 12% | 1.1% | 0.1%
Cn1c(=O)oc2cc(S(=O)(=O)NCCC(=O)N3CCN(c4ccccc4)CC3)ccc21 | -1% | 12% | -0.8% | 0% | 0.1 | 54 | -2% | 0% | 0.0% | 0.2%
COc1ccc(C(NC(=O)c2cccnc2)c2cc(Cl)c3cccnc3c2O)cc1OC (stereo unspecified) | 52% | 13% | ? | 16% | -0.7 | 35 | -5% | 7% | -3.7% | 0.1%
CCOC(=O)c1ccc(NC(=O)C2=C(C)Nc3nc(CCCO)nn3C2c2ccc(OC)cc2)cc1 (stereo unspecified) | -2% | nt | 0.4% | 16% | 2.1 | 65 | nt | 9% | 1.6% | 0.0%
COc1ccc(C2=NOC(C(=O)Nc3cc(C)on3)C2)cc1 (stereo unspecified) | -1% | 29% | -0.1% | 8% | -3.0 | 85 | 4% | 4% | 2.6% | 0.2%
COc1cccc2[nH]c3c(N4CC(C)CC(C)C4)ncnc3c12 (stereo unspecified) | nt | 9% | nt | 8% | 12 | 86 | 7% | nt | nt | nt
CN(Cc1ccco1)c1ncnc2ccc(-c3ccc4c(ccn4C)c3)cc12 | -5% | nt | nt | nt | 0.9 | 76 | nt | 1% | 2.6% | -0.9%
Cc1[nH]c(=O)[nH]c(=O)c1CSCC(=O)OCC(=O)Nc1ccccn1 | -5% | 6% | 0.2% | 9% | 0.6 | 43 | 6% | 7% | 1.6% | -0.1%
CCCCCOC(=O)Nc1nnc(CCCCC)s1 | -3% | 9% | 0.0% | 3% | 17 | 86 | 0% | 7% | 0.4% | 2.0%
CCCOP(=O)(c1ccc(N(C)C)cc1)C(O)c1ccc(N(C)C)cc1 (stereo unspecified) | -3% | 16% | -0.4% | 27% | 0.9 | 102 | 1% | 7% | 1.4% | -0.6%[50 µM]
O=C(C1CC(=O)N(c2ccccc2)C1)N1CCC(c2nc3ccccc3[nH]2)CC1 (stereo unspecified) | 1% | nt | nt | 10% | 0.6 | 49 | nt | 5% | 0.5% | 0.3%[50 µM]
O=C(c1ccc([N+](=O)[O-])cc1)N(c1ccccn1)c1ccccn1 | -2% | 16% | 0.8% | 0% | -1.4 | 67 | 3% | 9% | 2.2% | 0.5%
COc1cccc(CC(NC(C)=O)C(=O)NC2CCN(c3c4c(nc5ncnn35)CCC4)CC2)c1OC (stereo unspecified) | nt | -4% | 0.7% | -5% | 2.9 | 47 | -7% | nt | 2.5% | nt
CCc1c(O)c(-c2ccccc2)c(=O)n(-c2ccccn2)c1-c1ccccc1 | 1% | 13% | 1.1% | 9% | 0.5 | 40 | -6% | 5% | 0.9% | 0.3%
O=C(CCCCCN1C(=O)c2ccccc2C1=O)Nc1ccc(F)cc1 | -3% | 13% | -0.2% | 3% | -0.7 | 78 | 10% | 12% | 3.1% | -1.1%
NC(=O)C1=C[C@@H](c2csc3ccccc23)C[C@@H](OCc2ccc(CO)cc2)O1 | 2% | -4% | -0.3% | 15% | 6.7 | 99 | 0% | 6% | 29% | -0.8%
Cc1ccc(C)c(-n2cc(CNC(C)Cn3cncn3)c(-c3ccccc3)n2)c1 (stereo unspecified) | -13% | 3% | -0.7% | 12% | 1.0 | 70 | 8% | 3% | -1.8% | 0.2%
Cc1cccc(OCCC(=O)Nc2ccc(N3CCOCC3)cc2N2CCOCC2)c1 | -3% | nt | nt | nt | 2.9 | 65 | nt | 3% | 0.4% | 0.7%
O=C(O)c1ccccc1C(=O)N1CCN(S(=O)(=O)c2cccc(C(F)(F)F)c2)CC1 | -3% | nt | nt | nt | 5.8 | 46 | nt | 0% | nt | 1.6%
O=C(NCc1ccccn1)c1cc(-c2ccccc2)on1 | -1% | -5% | 0.0% | 0% | -0.7 | 34 | -2% | -4% | -1.9% | 0.2%
COc1ccc(-c2noc(CCC(=O)N3CCC(C)CC3)n2)cc1 | 1% | 6% | -0.7% | 4% | 1.1 | 84 | -3% | 3% | 0.4% | 6.9%
CCNC(=O)CC1C(=O)N(c2ccc(F)cc2)C(=O)N1CCc1sccc1C (stereo unspecified) | nt | -8% | 0.0% | 4% | -0.7 | 68 | 0% | -1% | -0.1% | 3.7%
COc1ccc(NC(=O)c2ccc([N+](=O)[O-])o2)cc1 | -4% | 7% | -3.0% | 0% | 2.1 | 56 | -4% | 1% | 11% | -1.2%
CCN(CC)S(=O)(=O)c1ccc(C(=O)OCn2c(SC)nnc(C)c2=O)cc1 | -5% | 6% | 0.8% | 4% | -2.0 | 39 | 2% | 6% | 1.0% | 1.1%[50 µM]
Cc1ccc(OCC(=O)N2CCN(S(=O)(=O)c3ccc(Cl)cc3)CC2)c([N+](=O)[O-])n1 | -7% | 6% | -0.7% | 20% | -0.6 | 49 | 4% | 1% | 0.3% | 5.1%

Next section; it opens with the five that closed the last part.
SMILES | NS5 inhibitors | AID2073 | West Nile virus CPE | Large T inhibition | NTR1 ag | NTR1 ag cell count 20 µM | SIAH1 antagonists | MgcRacGAP inhibition | RSV CPE inhibition | UTI89 phage lysis | others
COc1ccc(-c2noc(CCC(=O)N3CCC(C)CC3)n2)cc1 | 1% | 6% | -0.7% | 4% | 1.1 | 84 | -3% | 3% | 0.4% | 6.9%
CCNC(=O)CC1C(=O)N(c2ccc(F)cc2)C(=O)N1CCc1sccc1C (stereo unspecified) | nt | -8% | 0.0% | 4% | -0.7 | 68 | 0% | -1% | -0.1% | 3.7%
COc1ccc(NC(=O)c2ccc([N+](=O)[O-])o2)cc1 | -4% | 7% | -3.0% | 0% | 2.1 | 56 | -4% | 1% | 11% | -1.2%
CCN(CC)S(=O)(=O)c1ccc(C(=O)OCn2c(SC)nnc(C)c2=O)cc1 | -5% | 6% | 0.8% | 4% | -2.0 | 39 | 2% | 6% | 1.0% | 1.1%[50 µM]
Cc1ccc(OCC(=O)N2CCN(S(=O)(=O)c3ccc(Cl)cc3)CC2)c([N+](=O)[O-])n1 | -7% | 6% | -0.7% | 20% | -0.6 | 49 | 4% | 1% | 0.3% | 5.1%
CN(C)c1ccc(/C=N/n2c(-c3ccccc3Br)n[nH]c2=S)cc1 | -3% | -35% | 0.5% | 11% | 0.9 | 48 | -2% | 11% | 7.2% | 0.7%
Cc1cc(C)cc(NC(=O)C(c2ccccc2)N2CCCC2)c1 (stereo unspecified) | -2% | -1% | -0.5% | 10% | 1.8 | 61 | 3% | 10% | 1.8% | 8.1%
O=S(=O)(c1ccccc1)N1CCN(c2ccnc3cc(Cl)ccc23)CC1 | nt | -7% | -0.9% | 0% | 5.0 | 23 | 2% | nt | 16% | nt
Clc1ccc(CNC23CN4CN(CN(C4)C2)C3)c(Cl)c1 | 1% | 1% | 0.1% | 7% | -0.9 | 53 | 2% | 2% | 1.1% | 11%
CN(C)Cc1cc(C(C)(C)c2cc(CN(C)C)c(O)c(CN(C)C)c2)cc(CN(C)C)c1O | 13% | 1% | -0.3% | 3% | -0.4 | 77 | 2% | 20% | -0.9% | -0.4% | NS5 inhibitors pilot replicate=0.3

This is a random part of the collection; about 1.6% have a hit in one of these screens.
